# Screening data deposited in PubChem by National Center for Advancing Translational Sciences (NCATS).
# HttQ103 aggreg = inhibitors of mutant huntingtin aggregate formation in PC12 cells | actives 1.1% (n = 220,000) | PC12 HttQ103-GFP aggregates, Acumen cytometry, 40 h | AID 1688 | Potency, µM (titrated, usually from 46.1 µM), inactives show at the highest dose activity change, negative = inhibition, usual class: inhibitors; note: % is set by controls: 0 for no effect and ±100 for the full control effect; nearly all actives have a fitted effect of over 60% in size
#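 Steps: seed 1500 PC12 HTTQ103-GFP cells/well; add tebufenozide, 100 nM final; add compound titration; add ATPLite reagent; quantify GFP aggregates by laser scanning cytometry.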
# Tau FP inhib = tau fibrillization inhibition (FP); actives 0.39% (n = 280,000); Potency, µM (titrated, usually from 57.7 µM), for inactives: at the top dose activity, negative = inhibition, actives largely listed as inhibitors; K18 P301L tau heparin fibrillization, Alexa594 FP, 6 h; note: % is set by controls: 0 for no effect and ±100 for the full control effect; nearly all actives have a fitted effect of over 55% in size
# Target sequence (P10636 561-689 P618L limits assumed): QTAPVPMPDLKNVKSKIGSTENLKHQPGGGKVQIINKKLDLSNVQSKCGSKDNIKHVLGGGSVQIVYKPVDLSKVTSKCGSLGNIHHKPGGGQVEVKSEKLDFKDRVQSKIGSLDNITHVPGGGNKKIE
#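 FP of Alexa 594-tau after heparin (20 uM) induction. Substrate: human K18 P301L, 15 uM unlabeled, 0.24 uM labeled. Buffer 100 mM sodium acetate pH 7. 6 hr, 37 C.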
# Tau fibril ThT = tau fibrillization inhibition (ThT binding); recombinant tau K18 P301L, heparin-induced fibrillization, ThT fluorescence; Potency, µM (top dose mostly 57.4 µM), for inactives: at the highest dose activity, negative = inhibition, usual class: inhibitors; actives 2.1% (n = 270,000); AID 1460; note: % is set by controls: 0 for no effect and ±100 for the full control effect; nearly all actives have a fitted effect of over 55% in size
#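 Tau K18 P301L fragment (15 uM unlabeled plus 0.24 uM Alexa 594-labeled) in 100 mM sodium acetate pH 7 with compound, fibrillization induced by 20 uM heparin for 6 hr at 37 C. Thioflavin T (30 uM) added, fluorescence read after 1 hr (ex 450, em 510 nm).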
# Tau fluor cs = counter-screen for tau fibril formation inhibitors. actives 0.93% (n = 280,000). Potency, µM (titrated, usually from 57.7 µM), for inactives: at the highest dose activity change, negative = decrease. tau K18 P301L Alexa594 fluorescence, heparin fibrillization; note: % is set by controls: 0 for no effect and ±100 for the full control effect; nearly all actives have a fitted effect of over 55% in size
#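 Human tau K18 P301L (15 uM unlabeled, 0.24 uM Alexa 594-labeled) in 100 mM sodium acetate pH 7 with 20 uM heparin, 6 hr at 37 C. ThT 30 uM added, 1 hr ambient; Alexa 594 FP and total fluorescence read at 555/632 nm.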
# SMN2 splice enh = SMN2 splice variant enhancement | HEK293 SMN2-luciferase splicing reporter, luminescence, 30-36 h | Potency, µM (series often up to 46.1 µM), without a hit: at the highest dose activity change, positive = activation, actives largely listed as activators | actives 2.8% (n = 210,000) | AID 1458; note: % of control where 0% means no effect; nearly all actives have a fitted effect of over 55% in size
#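 qHTS luciferase splicing reporter: luminescence rises when SMN2 exon 7 is included in transfected HEK293 cells. Compound exposure lasted 30-36 h at 37C, with 4.5 mM final sodium butyrate as control, followed by a ONE-Glo read.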
# JMJD2E inh = blocks human JMJD2E demethylase activity | Potency, µM (top dose mostly 57.1 µM), for the others: at the highest dose activity change, negative = inhibition, usual class: inhibitors | actives 1.6% (n = 230,000) | B2RXH2 | JMJD2E catalytic domain, FDH-coupled NADH fluorescence (FDH is formaldehyde dehydrogenase) | AID 2147; active = well fitted inhibition curve with a large enough effect, not every such curve was filed as active; inconclusive = small, poorly fitted or top-dose-only effect, or another doubt; inactive = no such curve, though single readings can be large or run the other way;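 note: 0% = wells with enzyme and -100% = buffer wells without enzyme; nearly all actives have a fitted effect of over 50% in size; many of its hits are not listed in these tables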
# Target sequence (B2RXH2 1-337 limits assumed): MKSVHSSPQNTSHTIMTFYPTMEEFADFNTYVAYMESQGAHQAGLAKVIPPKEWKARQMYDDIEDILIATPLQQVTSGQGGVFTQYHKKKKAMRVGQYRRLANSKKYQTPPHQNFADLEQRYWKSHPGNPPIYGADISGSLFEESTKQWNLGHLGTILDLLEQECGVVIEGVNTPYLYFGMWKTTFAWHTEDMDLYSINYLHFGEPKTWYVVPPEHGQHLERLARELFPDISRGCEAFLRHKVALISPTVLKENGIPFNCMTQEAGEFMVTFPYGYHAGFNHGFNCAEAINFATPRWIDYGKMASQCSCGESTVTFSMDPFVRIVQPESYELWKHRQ
# HTT ATP protect = protects HTT-Q103 PC12 cells, measured by ATP; Potency, µM (top dose mostly 56.4 µM), without a hit: cytoprotection (ATP increase), most hits filed as activators; actives 0.14% (n = 230,000); PC12 HTT-Q103 induced, cytoprotection, ATP luminescence, 40 h;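 note: % of control where 0% means no effect; nearly all actives have a fitted effect of over 45% in size; toxic huntingtin expression switched on by the ecdysone agonist tebufenozide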
#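 PC12 cells stably carrying ecdysone-inducible Htt exon 1 (Q103)–GFP were induced with 100 nM tebufenozide (final) alongside library compounds in a dose series. Cytoprotection was scored as retained ATP by ATPlite luminescence.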
# ALDH1A1 inh = ALDH1A1 (human) enzyme inhibition. P00352. Purified ALDH1A1, NADH fluorescence, propionaldehyde substrate. Potency, µM (top dose mostly 75.3 µM), without a hit: top-dose activity, negative = inhibition, actives largely listed as inhibitors. actives 7.3% (n = 220,000). AID 1030; active = well fitted inhibition curve with a large enough effect, not every such curve was filed as active; inconclusive = small, poorly fitted or top-dose-only effect, or another doubt; inactive = no such curve, though single readings can be large or run the other way;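 note: plate controls were no enzyme wells and a reference inhibitor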
# Target sequence (P00352 whole entry, looked up): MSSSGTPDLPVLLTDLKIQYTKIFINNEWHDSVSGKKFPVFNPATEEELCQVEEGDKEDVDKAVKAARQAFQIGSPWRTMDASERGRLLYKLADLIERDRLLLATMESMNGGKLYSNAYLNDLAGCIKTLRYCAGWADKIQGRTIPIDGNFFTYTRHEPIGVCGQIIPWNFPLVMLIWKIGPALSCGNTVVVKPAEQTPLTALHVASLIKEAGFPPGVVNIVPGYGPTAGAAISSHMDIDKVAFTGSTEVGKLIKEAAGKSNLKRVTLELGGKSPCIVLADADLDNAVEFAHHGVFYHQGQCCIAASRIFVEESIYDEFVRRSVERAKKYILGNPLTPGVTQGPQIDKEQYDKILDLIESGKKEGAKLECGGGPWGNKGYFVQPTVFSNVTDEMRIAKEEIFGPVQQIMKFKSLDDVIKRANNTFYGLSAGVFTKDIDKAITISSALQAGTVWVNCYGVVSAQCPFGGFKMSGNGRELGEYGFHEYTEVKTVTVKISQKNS
# An asterisk follows results filed as active; ? = inconclusive; . = no result given; [ ] = another dose, or the depositor's remark. Unless noted, calls come from the whole dose curve; as a rule, active = well fitted curve in the direction sought with a large enough effect; inconclusive = small, poorly fitted or top-dose-only effect, or another doubt; inactive = no such curve, though single readings can be large; an effect the other way counts as inactive or inconclusive. Potency is the fitted concentration of half-maximal effect.
SMILES,HttQ103 aggreg,Tau FP inhib,Tau fibril ThT,Tau fluor cs,SMN2 splice enh,JMJD2E inh,HTT ATP protect,ALDH1A1 inh
CCOc1cc(C(=O)N2CCN(C/C=C/c3ccccc3)CC2)cc(OCC)c1OCC,-7%,3%,-23%,-14%,-27%,7%,-24%,1%
Cc1noc(C)c1CSc1ncnc2sc3c(c12)CCCCC3,?,-5%,-18%,-8%,-18%,?,26%[10 µM],28µM*
Cn1ncc(Br)c1C(=O)Nc1ccc(Br)cn1,24%,-2%,4%,5%,23%,0%,5%[10 µM],4%
Cc1cc(-c2ccccc2)nc2cc(C(=O)NCCCn3ccnc3)nn12,22%,4%,-9%,-5%,3%,?,17%[10 µM],?
COC(=O)Cc1c(C)c2ccc(OCC(=O)N3CCOCC3)cc2oc1=O,-1%,-5%,-2%,0%,-14%,?,3%,?
COc1ccc(C(C(=O)NC2CCCCC2)N(C(=O)CCl)c2ccc(OC)cc2)cc1 (stereo unspecified),?,8%,-7%,1%,-12%[1.84 µM],1%,-42%[10 µM],-8%
CCn1c(SCC(=O)Nc2ccc3[nH]c(=O)[nH]c3c2)nnc1-c1ccccc1,-4%[9.22 µM],2%,-8%,-1%,.,11%,-2%[10 µM],.
CC12C=CC(=O)C=C1[C@@H](F)CC1C2C(O)CC2(C)C1CC[C@]2(O)C(=O)CO (stereo partly specified),22%,6%,-2%,-3%,.,.,-3%,1%
CCOc1ccccc1C1CC(=O)Nc2c1c(=O)n(C)c1ncnn21 (stereo unspecified),.,-10%,1%,-6%,1%,.,.,.
CCC1CCCCN1C(=O)CSc1nc(N)c(NC(=O)c2ccco2)c(=O)[nH]1 (stereo unspecified),12%,8%,7%,15%,-1%,2%,4%[10 µM],-6%
CN(C)CCN1C(=O)c2oc3ccccc3c(=O)c2C1c1ccccc1 (stereo unspecified),-22%,0%,4%,5%,-6%,-2%,-4%,?
COc1nc(C)ccc1-c1noc(-c2cccs2)n1,-2%[9.22 µM],2%,-12%,-10%,.,-13%,-9%[10 µM],.
CCOC(=O)Nc1ccc2nc(N3CCCCCC3)sc2c1,-4%[9.22 µM],11%,?,?,.,-3%,-36%[10 µM],.
CC(C)=NN1C(c2nonc2N)=NOC1(C)C,-11%[9.22 µM],-1%,-7%,-5%,.,5%,-1%[10 µM],?
Cc1cccc(-n2c(CCn3nc(C)c([N+](=O)[O-])c3C)n[nH]c2=S)c1,14%,6%,-6%,-6%,-5%,-6%,9%,-4%
Cc1cccc(N2CCCn3c2nc2c3c(=O)n(CC(=O)OCc3ccccc3)c(=O)n2C)c1,-9%,12%,-13%,-14%,-26%,?,13%,?
C=CCN1C(=O)C(C)S/C1=N\S(=O)(=O)c1ccc(Cl)cc1 (stereo unspecified),-26%,-4%,6%,7%,1%,-16%,13%[10 µM],?
COc1ccc(NC(=O)c2ccco2)cc1NC(=O)COc1ccccc1Cl,.,-14%,?,-21%,-14%,.,.,.
CC1(C)CC(CC(=O)Nc2ccccc2[N+](=O)[O-])C(=O)O1 (stereo unspecified),-4%,4%,-6%,-8%,-23%,1%,.,?
CN1CCN(CC(=O)NC2CCCCC2)CC1,2%,6%,-8%,-1%,-11%,4%,8%,-2%
NC(=O)[C@@H]1CCCN1Cc1nc(Cc2ccccc2Cl)no1,8%,-7%,-3%,-1%,.,18%,5%,7%
COc1ccccc1NC(=O)C1=C(C)N(c2ccccc2)C(=S)NC1c1cccc(C(F)(F)F)c1 (stereo unspecified),-38%,4%,-10%,-25%,-9%,-7%,-30%,?
Cc1nc(N2CCN(C(c3ccccc3)c3ccccc3)CC2)nc2c1C(=O)CCC2,17%,2%,0%,2%,-9%,7%,2%,7%
COc1ccc(-c2nc3cnccn3c2NC(C)(C)CC(C)(C)C)cc1O,30%,2%,5%,-1%,-28%,-5%,.,?
O=c1c(C(c2ccccc2)c2c(O)nc3n(c2=O)CCCS3)c(O)nc2n1CCCS2,8%,?,?,-19%,-1%,-18%,-10%,?

# Given tab-delimited: part of the list above.
Molecule	HttQ103 aggreg	Tau FP inhib	Tau fibril ThT	Tau fluor cs	SMN2 splice enh	JMJD2E inh	HTT ATP protect	ALDH1A1 inh
Cc1noc(C)c1CSc1ncnc2sc3c(c12)CCCCC3	?	-5%	-18%	-8%	-18%	?	26%[10 µM]	28µM*
Cn1ncc(Br)c1C(=O)Nc1ccc(Br)cn1	24%	-2%	4%	5%	23%	0%	5%[10 µM]	4%
Cc1cc(-c2ccccc2)nc2cc(C(=O)NCCCn3ccnc3)nn12	22%	4%	-9%	-5%	3%	?	17%[10 µM]	?
COC(=O)Cc1c(C)c2ccc(OCC(=O)N3CCOCC3)cc2oc1=O	-1%	-5%	-2%	0%	-14%	?	3%	?

# The list goes on.
SMILES,HttQ103 aggreg,Tau FP inhib,Tau fibril ThT,Tau fluor cs,SMN2 splice enh,JMJD2E inh,HTT ATP protect,ALDH1A1 inh
O=C(CCc1nnc(CCCCc2ccccc2)o1)NCCc1cccnc1,4%[9.22 µM],-2%,-11%,-9%,.,-4%,-6%[10 µM],-6%
CC(NC(=O)c1sc2cc([N+](=O)[O-])ccc2c1Cl)C(C)(C)C (stereo unspecified),28%,?,22µM*,-26%,.,-29%,-26%[10 µM],0.56µM*
Cc1ccccc1CSc1nnc(-c2ccco2)n1Cc1ccco1,-2%,3%,-15%,-1%,-11%,2%,1%,-6%
NC1=NC[C@H](c2ccccc2)N1CCCCC1CCCCC1,-11%[9.22 µM],8%,3%,15%,.,8%,1%[10 µM],.
COc1ccc(CN(CCCN2CCOCC2)C(=O)Nc2ccccc2)cc1OC,28%,-2%,3%,4%,-11%,-2%,-14%,-13%
Cc1cc2ncn(N)c2cc1C,-17%,-1%,-4%,6%,2%,15%,-7%[0.074 µM],-13%
COc1ccc(OCCNc2c([N+](=O)[O-])c(=O)oc3ccccc23)cc1,3%,-12%,-8%,-15%,5%,-3%,.,3%
COc1ccccc1/C=N/NC(=O)C(C)Cn1cnc2ccccc21 (stereo unspecified),2%,-5%,-4%,-4%,3%,-10%,9%[1.9 µM],8%
Cn1c(SCC(=O)N/N=C/C=C/c2ccccc2[N+](=O)[O-])nc2ccccc21,1%,-11%,-13%,-18%,-7%,2%,8%[10 µM],?
Cc1ccc(NC(=O)COC(=O)CCc2ccc(S(=O)(=O)N3CCOCC3)cc2)c(C)c1,18%,3%,4%,-1%,9%,14%,.,12%
COc1ccc(/C=C2\NC(=S)N(CC3CCCO3)C2=O)c(OC)c1 (stereo unspecified),3%,7%,-17%,-25%,-18%,3%,-22%,1.3µM*
O=C(CO)N/N=C/c1ccccc1F,-1%,-7%,1%,-5%,-2%,0%,-10%,-7%
CC1C(=O)CC(c2ccccc2)NC1c1ccccc1 (stereo unspecified),-7%,0%,-8%,-4%,?,3%,-5%,8%
CCOC(=O)N1CCN(C(=O)Cn2cc3c(n2)CCCC3)CC1,-5%,2%,-3%,3%,17%,1%,2%,5%
CCCC(=O)OCCNc1cc(SCc2ccco2)c2nonc2c1[N+](=O)[O-],-7%,?,4µM*,4.5µM*[quencher],-2%,-1%,1%[10 µM],4.5µM*
CCCC1CCc2c(c3ccccc3[nH]c2=O)O1 (stereo unspecified),-2%,-4%,-11%,-11%,8%,-3%,2%,8%
Cn1c(=O)oc2cc(S(=O)(=O)N3CCCC(C(=O)N4CCN(c5ccccc5F)CC4)C3)ccc21 (stereo unspecified),.,-1%,3%,-10%,-1%,.,.,.
O=C(NCC1CC1)NC(=O)c1c(F)cccc1Cl,-23%[9.22 µM],2%,-9%,-13%,.,5%,-10%[10 µM],5%
Cn1c(-c2cccc(Br)c2)n[nH]c1=O,2%,4%,-2%,3%,-1%,7%,-13%[10 µM],6%

# Structural class, the compounds so far with bromine
SMILES,HttQ103 aggreg,Tau FP inhib,Tau fibril ThT,Tau fluor cs,SMN2 splice enh,JMJD2E inh,HTT ATP protect,ALDH1A1 inh
Cn1ncc(Br)c1C(=O)Nc1ccc(Br)cn1,24%,-2%,4%,5%,23%,0%,5%[10 µM],4%
Cn1c(-c2cccc(Br)c2)n[nH]c1=O,2%,4%,-2%,3%,-1%,7%,-13%[10 µM],6%

# Given with values under each structure: part of the list above.
# Order of results: HttQ103 aggreg | Tau FP inhib | Tau fibril ThT | Tau fluor cs | SMN2 splice enh | JMJD2E inh | HTT ATP protect | ALDH1A1 inh
COc1ccccc1/C=N/NC(=O)C(C)Cn1cnc2ccccc21 (stereo unspecified)
 : 2% | -5% | -4% | -4% | 3% | -10% | 9%[1.9 µM] | 8%
O=C(CCc1nnc(CCCCc2ccccc2)o1)NCCc1cccnc1
 : 4%[9.22 µM] | -2% | -11% | -9% | . | -4% | -6%[10 µM] | -6%
COc1ccc(CN(CCCN2CCOCC2)C(=O)Nc2ccccc2)cc1OC
 : 28% | -2% | 3% | 4% | -11% | -2% | -14% | -13%

# Just HttQ103 aggreg, JMJD2E inh and Tau fluor cs, for some of the entries so far:
mol | HttQ103 aggreg | JMJD2E inh | Tau fluor cs
Cc1ccc(NC(=O)COC(=O)CCc2ccc(S(=O)(=O)N3CCOCC3)cc2)c(C)c1 | 18% | 14% | -1%
COc1ccc(/C=C2\NC(=S)N(CC3CCCO3)C2=O)c(OC)c1 (stereo unspecified) | 3% | 3% | -25%

# Some of the compounds tested. The share of hits here may be higher or lower than overall.
